Screens (PubChem)
NCOA3 inh: SRC3 coactivator transcriptional activity inhibitors, primary screen, cell-based, luminescence | HEK293 GAL4-SRC3 luciferase reporter | actives 0.17% (n = 360,000) | AID 588352, 2011 | inhibition, % at 3.6 µM;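 active = inhibition above a per-campaign cutoff, the mean of all compounds plus 3 SD, cut at about 60% in these data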;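 note: 0% = DMSO-treated cells and 100% = gossypol-treated cells at 36 µM; higher means less SRC3-driven luciferase light from the GAL4 reporter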
NR5A2 inv ag: LRH-1 (NR5A2) inverse agonists, primary screen, cell-based, luminescence, HEK293T, StAR-luciferase reporter. Nuclear receptor subfamily 5 group A member 2 (Homo sapiens), O00482. LRH-1 transfected, 24 h. inhibition, % at 3.6 µM. actives 0.13% (n = 360,000);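 active = inhibition above the mean inhibition of all tested compounds plus 3 SD, cut at about 73% in these data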;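 note: 0% = DMSO wells and 100% = reporter-only cells lacking LRH-1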
Target sequence (O00482 whole entry, looked up): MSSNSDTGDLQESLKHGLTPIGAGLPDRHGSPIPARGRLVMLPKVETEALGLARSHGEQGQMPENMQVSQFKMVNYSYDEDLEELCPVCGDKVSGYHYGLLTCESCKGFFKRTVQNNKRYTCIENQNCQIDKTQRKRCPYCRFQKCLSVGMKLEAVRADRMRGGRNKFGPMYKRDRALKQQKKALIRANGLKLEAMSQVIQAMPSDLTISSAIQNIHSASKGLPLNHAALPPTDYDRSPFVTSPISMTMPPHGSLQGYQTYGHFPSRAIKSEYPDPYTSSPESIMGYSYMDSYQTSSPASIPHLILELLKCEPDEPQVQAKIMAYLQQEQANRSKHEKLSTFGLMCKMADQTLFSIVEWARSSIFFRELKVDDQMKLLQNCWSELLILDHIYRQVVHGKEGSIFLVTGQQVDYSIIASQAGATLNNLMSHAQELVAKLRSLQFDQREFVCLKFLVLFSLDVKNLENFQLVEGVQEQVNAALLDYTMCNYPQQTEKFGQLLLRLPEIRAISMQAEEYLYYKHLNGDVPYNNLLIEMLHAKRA
MC4R antagonist: MC4R antagonists of cAMP signaling, primary screen, cell-based, TR-FRET, antagonist arm of biased-ligand search; actives 0.48% (n = 360,000); AID 540295, 2011; MC4R-expressing cells, MTII-stimulated cAMP, LANCE TR-FRET; Melanocortin receptor 4 (Homo sapiens), P32245; inhibition, % at 6.5 µM;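 active = inhibition above its plate's cutoff, the mean of tested wells on that plate plus 3 SD, cut at about 29% in these data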;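 note: 0% = Melanotan II alone and 100% = Melanotan II plus saturating MCL0020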
Target sequence (P32245 whole entry, looked up): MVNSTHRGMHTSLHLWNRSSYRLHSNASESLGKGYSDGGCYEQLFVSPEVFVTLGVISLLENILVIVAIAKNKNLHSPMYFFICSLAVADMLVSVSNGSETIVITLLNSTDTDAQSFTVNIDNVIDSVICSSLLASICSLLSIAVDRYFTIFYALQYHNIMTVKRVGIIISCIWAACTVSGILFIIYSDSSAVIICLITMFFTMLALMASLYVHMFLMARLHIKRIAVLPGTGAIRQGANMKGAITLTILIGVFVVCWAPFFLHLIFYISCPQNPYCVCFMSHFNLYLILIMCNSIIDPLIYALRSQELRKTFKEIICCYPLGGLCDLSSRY
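System – human MC4R-expressing U2OS cells · Also added – Melanotan II · Dosing – one concentration, 6.5 µM nominal · Timing – 30-min compound, 1-h challenge, 1-h detection, room temperature · Measured by – Eu-cAMP/anti-cAMP TR-FRET, emission 671 nm · Replicates – singlicate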
TLR9-MyD88 block: inhibitors of TLR9-MyD88 association in cells, primary screen, cell-based, CHO, BLA complementation, fluorescence. Toll-like receptor 9 (Homo sapiens) + Myeloid differentiation primary response protein …. actives 0.21% (n = 340,000). inhibition, % at 4.98 µM. CCF4 FRET ratio;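 active = inhibition above the mean over all tested compounds plus 3 SD, cut at about 21% in these data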;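 note: 0% = DMSO only wells and 100% = clavulanate BLA inhibitor control wells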
NOD2 RIPK2 PPI: NOD2-RIPK2 binding disruptors in cells, primary screen, fluorescence, CHO cells, BLA complementation; Receptor-interacting serine/threonine-protein kinase 2 (Homo sapiens), O43353; CCF4 ratio; inhibition, % at 4.98 µM; actives 0.38% (n = 360,000); in the data active = inhibition above about 21%;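 note: 0% = vehicle only and 100% = reference blocker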
LMP1 NFkB inh: EBV LMP1-driven NF-kappaB luciferase reporter inhibitors, primary screen, cell-based, luminescence, single point. LMP1-induced NF-kappaB luciferase reporter cells. inhibition, % at 12.5 µM. actives 0.69% (n = 350,000); in the data active = inhibition above about 41%;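 note: 0% = neutral control wells and 100% = reference inhibitor control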
NCOA2 inhibitor: inhibition of GAL4-SRC2 driven luciferase reporter, primary screen, SRC2 inhibitor project, cell-based, luminescence; Nuclear receptor coactivator 2 (Homo sapiens), Q15596; HEK293 GAL4-SRC2 luciferase reporter; inhibition, % at 9 µM; actives 0.17% (n = 370,000); AID 651957, 2012;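 active = inhibition above the mean inhibition of all tested compounds plus 3 SD, set per campaign, cut at about 52% in these data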;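 note: 0% = DMSO treated cells and 100% = cells given Gossypol at 36 µM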
NCOA1 inh: SRC1 coactivator transcriptional activity inhibitors, primary screen, cell-based, luminescence | actives 0.12% (n = 360,000) | Nuclear receptor coactivator 1 (Homo sapiens), Q15788 | HEK293 GAL4-SRC1 luciferase reporter | inhibition, % at 3.6 µM;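 active = inhibition above the campaign mean plus 3 SD, with each screening campaign given its own cutoff, cut at about 60% in these data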;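 note: 0% = DMSO treated cells and 100% = gossypol at 36 µM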
COUP-TFII inh: NR2F2 transcriptional activity inhibitors, primary screen, cell-based, luciferase reporter, HEK293T, luminescence. COUP transcription factor 2 (Homo sapiens), P24468. HEK293T NGFI-A luciferase reporter. inhibition, % at 8.6 µM. AID 686940, 2013. actives 0.7% (n = 370,000);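 active = inhibition above a per-plate cutoff, mean inhibition of test wells between control levels plus 3 SD, cut at about 38% in these data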;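 note: cells cotransfected with COUP-TFII expression vector driving the NGFI-A reporter; 0% = median of COUP-TF2 test wells and 100% = reporter-only cells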
MC4R ag barr: MC4R agonists recruiting beta-arrestin, primary screen, cell-based, luminescence, agonist arm of biased-ligand search; Melanocortin receptor 4 (Homo sapiens), P32245; U2OS MC4R beta-arrestin complementation; percent of melanotan II response, DMSO zero; activation, % at 8.9 µM; actives 0.98% (n = 360,000);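 active = activation above a per-plate cutoff, the mean activation of sample wells on that plate plus 3 SD, cut at about 8% in these data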
ABHD5-PLIN5 inh: ABHD5-PLIN5 interaction inhibitors, primary screen, cell lysate, split luciferase complementation, luminescence; AID 602281, 2012; Split G. princeps luciferase complementation, 4 h; Perilipin-5 (Homo sapiens) + 1-acylglycerol-3-phosphate O-acyltransferase ABHD5 (Homo …; inhibition, % at 4 µM; actives 0.78% (n = 360,000);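 active = inhibition above the mean inhibition across every tested compound plus 3 SD, cut at about 22% in these data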;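 note: 0% = DMSO only wells and the 100% control is not disclosed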
The depositor's hits bear a star; x = no result given.

nr	smiles	NCOA3 inh	NR5A2 inv ag	MC4R antagonist	TLR9-MyD88 block	NOD2 RIPK2 PPI	LMP1 NFkB inh
1	Cc1ccc(NC(=O)c2ccc3snnc3c2)cc1C	-67	-104	8	13	-15	0
2	O=C(NCC(=O)N1CCN(S(=O)(=O)c2ccccc2C(F)(F)F)CC1)c1sc2ccccc2c1Cl	2	-17	1	-8	1	-1
3	CC(C)c1nnc(NC(=O)CN2C(=O)c3ccccc3C2=O)s1	3	18	-3	8	-5	0
4	COC(=O)C1C(O)=C(C=Nc2ccc3ccccc3c2)C(=O)CC1(C)C (stereo unspecified)	15	6	2	-8	-10	-2
5	COC(=O)Cc1cn(-c2ncc(C(F)(F)F)cc2Cl)c2ccccc12	8	7	-5	-2	-6	-7
6	Cc1ccc(-c2nn(Cc3ccccc3)cc2C(=O)N2CCN(c3ccccn3)CC2)cc1	0	10	11	-4	3	0
7	Oc1ccccc1C(Nc1nccs1)c1ccc2cccnc2c1O (stereo unspecified)	16	5	9	-4	-1	5
8	Cc1ccc(Nc2nc(CSc3n[nH]c(N)n3)cs2)cc1	-121	-130	-2	-1	2	3
9	COc1ccccc1CNC(=O)COC(=O)c1ccc(C)s1	13	11	14	-10	-10	5
10	CC(C(=O)Nc1sccc1C(N)=O)N1C(=O)C2CC=CCC2C1=O (stereo unspecified)	9	0	8	4	-1	3
11	O=C(c1ccccc1)N(Cc1ccc(F)cc1)C1CCS(=O)(=O)C1 (stereo unspecified)	16	-11	2	-2	-4	-9
12	Cc1cc(C)c2nc(N3CCN(C)CC3)c(C#N)cc2c1	-19	13	-9	5	-5	25
13	CCN(CC)c1cc(Cl)c2nonc2c1N	11	10	2	-6	3	3
14	O=S(=O)(Nc1nc2ccccc2nc1N1CCN(CCO)CC1)c1cc(F)ccc1F	1	5	13	-11	4	5
15	CC1(C(=O)NS(=O)(=O)c2ccccc2Cl)CCN1C(=O)Cc1ccc(Cl)cc1Cl (stereo unspecified)	-38	4	-12	x	-6	x

nr	NCOA2 inhibitor	NCOA1 inh	COUP-TFII inh	MC4R ag barr	ABHD5-PLIN5 inh
1	-62	-96	-68	-1.3	-3
2	-25	6	-4	-2.5	-2
3	-32	11	-20	0.1	2
4	-11	-24	-16	-2.0	1
5	-39	-15	14	1.8	0
6	-4	-13	23	-3.5	-5
7	10	11	32	0.2	7
8	-60	-100	-36	-0.3	1
9	-7	-2	-17	-2.7	-6
10	-29	-7	-14	-1.8	-2
11	-13	-5	0	-0.5	-1
12	-15	1	6	-1.3	1
13	-49	9	15	0.3	-7
14	-4	-1	3	-2.0	2
15	-12	-9	8	-0.2	-2

The list goes on; the last 4 above are carried over.
nr	smiles	NCOA3 inh	NR5A2 inv ag	MC4R antagonist	TLR9-MyD88 block	NOD2 RIPK2 PPI	LMP1 NFkB inh
12	Cc1cc(C)c2nc(N3CCN(C)CC3)c(C#N)cc2c1	-19	13	-9	5	-5	25
13	CCN(CC)c1cc(Cl)c2nonc2c1N	11	10	2	-6	3	3
14	O=S(=O)(Nc1nc2ccccc2nc1N1CCN(CCO)CC1)c1cc(F)ccc1F	1	5	13	-11	4	5
15	CC1(C(=O)NS(=O)(=O)c2ccccc2Cl)CCN1C(=O)Cc1ccc(Cl)cc1Cl (stereo unspecified)	-38	4	-12	x	-6	x
16	CCCCOC(=O)c1ccc(Nc2ccc([N+](=O)[O-])cn2)cc1	21	1	-11	-8	4	3
17	S=C1NCN(Cc2cccnc2)CN1Cc1ccccc1	17	9	-2	3	5	10
18	COc1ccc(O)c(C(=O)c2cnc3c(c2)c(C)nn3C)c1	-3	-1	-2	0	-11	3
19	CCC(=O)NNC(=O)c1cc(COc2cc(Cl)cc(Cl)c2)on1	3	0	-10	-3	-5	-3
20	Cc1cc(NC(=O)C(C)SCC(=O)N(Cc2ccccc2)c2ccccc2)no1 (stereo unspecified)	-55	-4	1	-9	-10	-6
21	Cc1ccc2nc(-c3ccncc3)[nH]c2c1	-100	-101	-3	-6	6	-14
22	Cc1ccc(/C=C/C(=O)N2CCN(S(=O)(=O)c3c(C)c(C)cc(C)c3C)CC2)o1	-19	-8	22	4	-8	3
23	C/C(Cn1nc([N+](=O)[O-])cc1C)=N\NC(=O)COc1ccccc1[N+](=O)[O-]	-8	-25	-2	6	5	1
24	CC(NC(=O)COC(=O)c1ccccc1SCC(=O)N1CCCC1)c1ccccc1 (stereo unspecified)	5	-20	5	-15	-12	2
25	Cc1cccc(OCCOc2ccccc2C=C(C#N)C#N)c1	-29	-72	-13	-4	1	1
26	O=S(=O)(/N=C(/NS(=O)(=O)c1ccccc1)c1ccccc1)c1ccccc1	-5	5	-1	0	-11	10
27	COc1ccc(C(CNC(=O)COc2ccc(Cl)cc2C)N2CCCCC2)cc1 (stereo unspecified)	9	10	5	0	-5	-1
28	COc1ccc(NC(=O)CN2C(=O)NC(C)(c3ccc(C)cc3)C2=O)c([N+](=O)[O-])c1 (stereo unspecified)	0	49	4	2	0	51*
29	Cc1ccc(NC=C(S(=O)(=O)c2ccccc2)S(=O)(=O)c2ccccc2)cc1	4	15	15	-9	2	2
30	CC1(C)N=C(N)N=C(N)N1c1ccc(F)cc1F	11	3	1	-8	-6	-3

nr	NCOA2 inhibitor	NCOA1 inh	COUP-TFII inh	MC4R ag barr	ABHD5-PLIN5 inh
12	-15	1	6	-1.3	1
13	-49	9	15	0.3	-7
14	-4	-1	3	-2.0	2
15	-12	-9	8	-0.2	-2
16	7	-4	-1	0.1	1
17	6	23	2	-2.0	5
18	-12	11	-20	-1.3	0
19	21	8	13	-0.6	1
20	-12	-51	-6	0.3	3
21	-24	-68	-25	-0.3	8
22	-6	-9	17	-1.8	16
23	-38	-4	0	0.0	4
24	3	-43	12	0.1	-11
25	-28	-35	-37	-2.6	13
26	-6	-12	-7	-1.8	4
27	9	-19	-4	-0.7	4
28	-4	0	13	-1.9	2
29	7	14	1	0.4	-11
30	18	-3	-9	-1.2	-2

Quoted at random: 2 entries already listed
nr	smiles	NCOA3 inh	NR5A2 inv ag	MC4R antagonist	TLR9-MyD88 block	NOD2 RIPK2 PPI	LMP1 NFkB inh
28	COc1ccc(NC(=O)CN2C(=O)NC(C)(c3ccc(C)cc3)C2=O)c([N+](=O)[O-])c1 (stereo unspecified)	0	49	4	2	0	51*
20	Cc1cc(NC(=O)C(C)SCC(=O)N(Cc2ccccc2)c2ccccc2)no1 (stereo unspecified)	-55	-4	1	-9	-10	-6

nr	NCOA2 inhibitor	NCOA1 inh	COUP-TFII inh	MC4R ag barr	ABHD5-PLIN5 inh
28	-4	0	13	-1.9	2
20	-12	-51	-6	0.3	3

Next structures follow:
nr	smiles	NCOA3 inh	NR5A2 inv ag	MC4R antagonist	TLR9-MyD88 block	NOD2 RIPK2 PPI	LMP1 NFkB inh
31	CCCCC[C@H]1CCCCC[C@H](O)C[C@@H](O)[C@H](O)/C=C/C(=O)O1	x	10	x	x	-7	x
32	COc1ccccc1NC(=O)c1sc2nc(Cc3ccccc3)cc(C(F)(F)F)c2c1N	13	6	10	-4	-2	9
33	Cc1ccccc1-n1ncc2c(SCC(=O)N3c4ccccc4CC3C)ncnc21 (stereo unspecified)	-10	-4	16	6	4	19
34	O=C(c1ccc(Cl)c(S(=O)(=O)N2CCCC2)c1)N1CCN(c2ccccc2)CC1	12	14	0	0	13	1
35	O=C(CS(=O)(=O)Cc1ccccc1)Nc1ccc(Cl)cn1	12	6	6	17	-8	0
36	Cc1nn(CC(=O)NC2CCS(=O)(=O)C2)c(C)c1S(=O)(=O)N(C)C (stereo unspecified)	15	-6	6	5	2	-12
37	O=C(O)c1cc(NC(=O)c2ccc3c(c2)C(=O)N(Cc2cccnc2)C3=O)cc(C(=O)O)c1	-11	22	0	-3	-2	-7
38	CN(C)S(=O)(=O)c1ccc(/C(O)=C2/C(=O)C(=O)N(Cc3cccnc3)C2c2cccs2)cc1 (stereo unspecified)	11	-1	13	6	-7	-13
39	C#CCOCCOCCOCCNc1nc(N2CCN(C(=O)[C@H](Cc3cc4ccccc4[nH]3)n3cc([C@@H](N)CC(C)C)nn3)CC2)nc(N2CCN(C(=O)[C@H](Cc3cc4ccccc4[nH]3)n3cc([C@@H](N)CC(C)C)nn3)CC2)n1	-1	-8	20	3	-8	8
40	CCc1c(C)nc2ncnn2c1N1CCC(C(=O)N2CCN(c3ccc(F)cc3)CC2)CC1	10	18	0	-5	-6	-4
41	O=C1NC(=O)C(c2ccccc2)(C2CCCC2)N1 (stereo unspecified)	7	-4	6	-9	-18	-4
42	CCc1ccc(N2CC(C(=O)NCc3ccc4c(c3)OCO4)CC2=O)cc1 (stereo unspecified)	4	9	5	1	-9	-7
43	Nc1nc2ccccc2n1S(=O)(=O)c1ccccc1	-4	-8	1	x	-9	x
44	Cc1c(NC(=O)CSc2n[nH]c(=O)n2-c2ccccc2)c(=O)n(-c2ccccc2)n1C	26	8	3	2	4	-2
45	CCCCN1CC(O)=C(c2nc(-c3ccc(Br)cc3)cs2)C1=N	3	-7	14	0	-2	2
46	CCc1nnc(NC(=O)CC(CN(C)S(=O)(=O)c2ccccc2)c2ccccc2)s1 (stereo unspecified)	0	-15	1	-7	3	-7

nr	NCOA2 inhibitor	NCOA1 inh	COUP-TFII inh	MC4R ag barr	ABHD5-PLIN5 inh
31	18	x	14	x	-4
32	x	0	x	-2.4	2
33	4	8	4	1.2	-7
34	6	-5	14	-1.8	4
35	4	-9	-11	0.7	3
36	9	-4	-7	-0.1	-3
37	-18	-40	-2	-2.3	-4
38	2	-2	3	1.9	-5
39	x	6	x	2.5	51*
40	9	6	-6	-1.7	7
41	-25	10	3	0.8	20
42	-12	11	-9	-0.7	5
43	3	-14	-1	0.1	-6
44	2	-16	-1	-1.8	2
45	-16	-24	7	1.0	-8
46	12	-7	-3	-0.5	0

The list is partial, so the mix of outcomes need not match the whole.
